# TWEAK-Fn14 inh = blocks TWEAK-Fn14 interaction in a reporter cell assay; 360,000 tested, 2% active; TWEAK-stimulated Fn14 reporter cells, luciferase luminescence, 8 h; AID 1159606; inhibition, % at 10 µM; in the data active = inhibition above about 50%
# Shn3 3UTR inh = reduces Shn3 3'UTR luciferase signal in osteoblasts | Clone20 osteoblast Shn3 3'UTR firefly luciferase, 24 h | inhibition, % at 12.5 µM | 360,000 tested, 0.52% active;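 active = mean inhibition of at least 75% with every replicate also reaching 75%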;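 note: 0% = median of neutral control wells and 100% = pilot-screen positive control compound; some compounds past the cut are filed as inactive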
# NCOA3 inh = inhibitors of human steroid receptor coactivator 3 (SRC3). 360,000 tested, 0.17% active. HEK293 GAL4-SRC3 luciferase reporter, luminescence. Q9Y6Q9. inhibition, % at 3.6 µM;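 active = inhibition above a per-campaign cutoff, the mean of all compounds plus 3 SD, cut at about 60% in these data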;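 note: 0% = DMSO-treated cells and 100% = gossypol-treated cells at 36 µM; higher means less SRC3-driven luciferase light from the GAL4 reporter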
# TRAIL sens C8 = sensitizes caspase-8 expressing cells to TRAIL | NB7+C8 cells + TRAIL, ATPlite viability luminescence | inhibition (viability loss, TRAIL sensitization), % at 10 µM | 360,000 tested, 1% active;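 active = compounds causing at least 50% loss of cell viability in the single-dose screen, relative to plate controls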
# KKLEB tox = counter-screen for CF NF-kB inhibitors: cytotoxicity | KKLEB CF airway cells viability, ATPlite luminescence, overnight; stronger effect = lower value; cells stimulated with P. aeruginosa culture filtrate | activity change (cytotoxicity), % at 5 µM | 360,000 tested, 0.36% active;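 active = corrected activity change at or below -50% at 5 µM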
# CF NFkB inh = inhibitors of cystic fibrosis induced NF-kB; KKLEB NF-kB-GFP reporter, PAF-induced, GFP fluorescence overnight; inhibition, % at 5 µM; 360,000 tested, 0.86% active; AID 588850;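 active = at least 50% inhibition at 5 µM, scaled per plate between neutral and stimulator controls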;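 note: PAF is a Pseudomonas aeruginosa culture filtrate used as stimulus; plate controls were PAF-stimulated DMSO wells for no effect and unstimulated DMSO wells for full effect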
# TROY signal inh = TROY signaling inhibition | Q293 LMP1-TROYcd NF-kB luciferase reporter, 4 h | inhibition, % at 10 µM | 360,000 tested, 0.98% active | AID 1347056;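 active = compounds whose plate-normalised and pattern-corrected inhibition of the luciferase reporter signal at the single screening dose is 50% or more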
# EBV LMP1 NFkB = reduces LMP1-driven NF-kappaB luciferase signal | LMP1-induced NF-kappaB luciferase reporter cells, luminescence | inhibition, % at 12.5 µM | 350,000 tested, 0.69% active | AID 504558; in the data active = inhibition above about 41%;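 note: 0% = neutral control wells and 100% = reference inhibitor control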
# NR2F2 inh = NR2F2 (human) inhibition, primary screen | P24468 | HEK293T NGFI-A luciferase reporter, luminescence | inhibition, % at 8.6 µM | 370,000 tested, 0.7% active;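 active = inhibition above a per-plate cutoff, mean inhibition of test wells between control levels plus 3 SD, cut at about 38% in these data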;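 note: cells cotransfected with COUP-TFII expression vector driving the NGFI-A reporter; 0% = median of COUP-TF2 test wells and 100% = reporter-only cells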
# NCOA1 inh = human NCOA1 inhibition; Q15788; HEK293 GAL4-SRC1 luciferase reporter, luminescence; inhibition, % at 3.6 µM; 360,000 tested, 0.12% active;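 active = inhibition above the campaign mean plus 3 SD, with each screening campaign given its own cutoff, cut at about 60% in these data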;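 note: 0% = DMSO treated cells and 100% = gossypol at 36 µM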
# Target sequence (Q15788 whole entry, looked up, the tested form may be a part): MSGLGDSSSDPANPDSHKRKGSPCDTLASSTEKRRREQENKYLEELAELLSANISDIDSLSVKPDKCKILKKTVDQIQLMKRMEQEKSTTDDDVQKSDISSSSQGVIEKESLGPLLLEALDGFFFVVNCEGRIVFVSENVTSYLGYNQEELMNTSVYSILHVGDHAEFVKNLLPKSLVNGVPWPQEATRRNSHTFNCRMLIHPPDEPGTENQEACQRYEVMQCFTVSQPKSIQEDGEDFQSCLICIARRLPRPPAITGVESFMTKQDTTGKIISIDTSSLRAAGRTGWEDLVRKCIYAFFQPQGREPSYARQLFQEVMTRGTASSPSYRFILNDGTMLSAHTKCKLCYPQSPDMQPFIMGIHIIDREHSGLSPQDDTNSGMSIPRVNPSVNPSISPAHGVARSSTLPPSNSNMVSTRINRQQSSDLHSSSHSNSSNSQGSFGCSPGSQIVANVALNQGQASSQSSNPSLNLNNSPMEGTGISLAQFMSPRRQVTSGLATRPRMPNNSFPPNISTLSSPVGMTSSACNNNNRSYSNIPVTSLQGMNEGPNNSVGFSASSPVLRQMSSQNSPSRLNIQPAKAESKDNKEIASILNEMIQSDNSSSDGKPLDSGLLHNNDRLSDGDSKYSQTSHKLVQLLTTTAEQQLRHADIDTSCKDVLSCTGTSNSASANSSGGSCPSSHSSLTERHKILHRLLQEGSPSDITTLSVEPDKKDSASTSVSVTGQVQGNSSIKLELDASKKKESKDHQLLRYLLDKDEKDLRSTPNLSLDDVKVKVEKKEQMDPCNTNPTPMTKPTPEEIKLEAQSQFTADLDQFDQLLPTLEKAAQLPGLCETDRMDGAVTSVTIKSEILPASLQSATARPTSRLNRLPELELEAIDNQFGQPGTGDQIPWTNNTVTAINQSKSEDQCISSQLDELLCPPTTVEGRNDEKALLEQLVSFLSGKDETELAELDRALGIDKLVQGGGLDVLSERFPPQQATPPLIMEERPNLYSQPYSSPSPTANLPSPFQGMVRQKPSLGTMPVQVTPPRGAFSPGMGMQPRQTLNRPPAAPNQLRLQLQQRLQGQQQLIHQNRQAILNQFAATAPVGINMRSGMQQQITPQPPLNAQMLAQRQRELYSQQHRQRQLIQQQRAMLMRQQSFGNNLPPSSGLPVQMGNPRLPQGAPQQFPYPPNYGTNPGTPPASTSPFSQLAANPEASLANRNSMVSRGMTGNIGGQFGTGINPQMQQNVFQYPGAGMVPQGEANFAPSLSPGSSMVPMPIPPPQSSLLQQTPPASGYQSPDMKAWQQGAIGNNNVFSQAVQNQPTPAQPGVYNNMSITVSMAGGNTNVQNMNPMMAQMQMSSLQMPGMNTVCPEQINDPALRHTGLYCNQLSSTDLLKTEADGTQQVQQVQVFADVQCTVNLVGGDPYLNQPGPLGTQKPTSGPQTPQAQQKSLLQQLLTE
# LRH-1 inv ag = inverse agonists of human LRH-1 (NR5A2) | O00482 | 360,000 tested, 0.13% active | inhibition, % at 3.6 µM | HEK293T StAR-luciferase reporter, LRH-1 transfected, 24 h;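 active = inhibition above the mean inhibition of all tested compounds plus 3 SD, cut at about 73% in these data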;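 note: 0% = DMSO wells and 100% = reporter-only cells lacking LRH-1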
# The depositor's hits bear a star; · = not tested or not shown.
mol,NCOA1 inh,CF NFkB inh,Shn3 3UTR inh,KKLEB tox,LRH-1 inv ag,NCOA3 inh,NR2F2 inh,TROY signal inh,EBV LMP1 NFkB,TRAIL sens C8,TWEAK-Fn14 inh
NC(=O)c1ccc(Nc2ccc([N+](=O)[O-])cc2[N+](=O)[O-])cc1,5.7,5.6,0.3,2.5,35.2,5.4,-8.9,-14.2,1.9,2.7,-44.1
CCc1nc2c(OCc3ccc(Cl)cc3)cccn2c1N(C=O)Cc1ccc(OC)cc1,-8.6,-21.8,8.0,-3.4,-11.0,16.3,16.2,-0.1,·,2.2,-1.3
Cn1c(C(=O)N(Cc2ccccc2)Cc2cccs2)cc2sccc21,-8.2,5.1,28.1,-5.8,8.5,4.8,6.7,4.0,-16.7,15.6,-2.7
O=C1COc2ccc(S(=O)(=O)N3CCN(c4ccccc4)CC3)cc2N1,-6.2,-7.0,-12.5,-1.7,17.1,3.1,-16.5,3.4,6.6,-6.0,-12.0
C=CCn1c(SCC(=O)c2ccc(O)c(O)c2)nnc1-c1cccc(OC)c1,-20.3,-4.3,13.4,-6.7,12.9,-27.2,6.3,14.2,-8.1,16.7,-22.0
CCOC(=O)c1csc(COc2ccccc2Cl)n1,-48.0,-20.7,-7.9,2.4,-27.2,-36.5,9.4,-23.1,7.8,4.3,5.0
Cc1ccc(-c2n[nH]c(Cc3ccccc3)n2)cc1,-63.5,3.5,-77.2,5.1,-127.2,-89.9,-44.2,-31.1,-13.3,10.0,-34.8
Cc1ccccc1-c1cc(C(=O)NCc2cccs2)n(CC2CC(c3cccnc3)=NO2)n1 (stereo not given),6.2,28.2,5.5,-1.1,24.3,20.3,1.1,5.2,-4.6,17.3,-38.6
COc1ccccc1NC(=O)CSc1nncn1-c1ccccc1,6.5,13.1,-2.4,5.1,-4.8,0.2,1.8,-8.8,1.2,6.2,7.4
COc1ccc(-c2ccc3c(c2)S(=O)(=O)c2cccc(C(=O)NC[C@@H]4CCCO4)c2C3=O)cc1OC,-7.1,5.9,-6.2,1.0,-3.3,3.9,-3.9,10.1,4.8,25.8,0.6
O=C(O)c1ccc(NS(=O)(=O)c2cccc(C(=O)Nc3ccc([N+](=O)[O-])cc3)c2)cc1,4.6,-0.4,0.9,7.0,14.1,-18.0,1.8,-0.4,-4.5,-18.8,0.2
CCOC(=O)c1c(-c2ccc(C)cc2)cn2ccccc12,-3.6,-7.2,-9.2,-15.9,12.9,8.1,1.0,-19.1,2.4,-27.7,-0.3
COc1ccc(S(=O)(=O)Nc2ccccn2)cc1OC,6.3,-8.0,8.6,10.9,4.3,-1.4,-11.0,-12.0,2.5,-11.2,-8.0
CC(C)C[C@@H]1Cc2[nH][nH]c(=O)c2[C@H](C(C)C)O1,·,·,·,·,-15.8,·,8.1,7.0,·,-10.7,30.8
CCn1cnc2c1c(=O)n(Cc1csc(-c3ccccc3)n1)c(=O)n2Cc1ccccc1,3.8,12.0,9.3,-7.7,-6.1,9.7,8.4,4.7,2.9,-1.9,-8.1
Cn1ccc(NS(=O)(=O)c2cc(Br)ccc2Br)n1,-9.9,0.7,-2.5,1.1,-6.0,-3.8,2.9,-3.7,-5.7,1.8,-0.7
O=S(=O)(c1ccccc1)c1cnc(-c2cccnc2)nc1-c1ccc(Cl)c(Cl)c1,-0.6,16.2,22.0,-2.4,-19.0,6.2,-3.6,3.6,-2.6,-11.9,2.1
C[C@@H](NC(=O)[C@@H]1Cc2ccccc2CN1)C(=O)NCc1ccco1,1.8,18.2,-2.1,-5.1,-2.9,3.0,-8.2,5.0,0.7,-5.8,3.3
O=C(Cc1ccccc1)NCC(=O)Nc1ccc(OC(F)(F)F)cc1,8.9,3.9,3.3,6.5,-7.1,-4.5,4.1,-5.0,2.4,-8.0,-20.1
N#Cc1ccc(Cl)cc1NC(=O)CNCc1cccs1,12.2,-22.1,8.3,3.7,4.2,21.1,15.8,9.3,10.5,-1.7,10.1
COC(=O)c1cc(NC(=O)CSc2nncn2C)cc(C(=O)OC)c1,0.5,-2.0,-14.1,-2.8,14.2,-5.6,-9.8,-22.4,2.3,-3.0,17.7
CN(CC(=O)Nc1ccc(Cl)c(Cl)c1)C(=O)c1ccccc1SCC(=O)N1CCCC1,6.5,5.3,1.0,-4.9,15.0,4.0,8.3,14.2,-1.6,2.7,8.6
CC1CC(=O)Nc2ccccc2N1S(=O)(=O)c1ccc(C(F)(F)F)cc1 (stereo not given),-13.8,-10.4,-7.3,14.3,-0.5,-14.7,11.0,-1.6,-3.8,-20.5,-7.4
COc1ccc(OC)c(N(CC(=O)Nc2ccc(NC(C)=O)cc2)S(C)(=O)=O)c1,8.3,1.4,1.7,9.1,-10.3,18.3,-11.0,0.6,-5.8,-15.4,12.0
COc1ccc(C(=O)NCc2cn3c(C)csc3n2)cc1OC,-0.8,11.3,10.3,-4.7,12.1,0.7,16.3,-0.8,0.9,4.2,7.7
CC(=O)c1ccc(-c2[nH]c3ccccc3c2CCN2C(=O)c3ccccc3C2=O)cc1,-1.9,-27.1,2.6,13.0,-8.7,-9.9,1.9,15.1,-4.3,6.7,18.7
Clc1ccc(-c2cn3ccccc3n2)cc1,-101.0,-36.8,-33.3,-13.0,-189.6,-117.5,-28.9,8.3,-10.0,44.3,59.6*
CCn1c(SCC(=O)Nc2ccccc2C(=O)OC)nnc1-c1ccoc1C,-3.0,-11.0,-7.4,8.6,18.4,18.6,-5.5,-3.8,8.5,-1.0,-20.5
O=C(COC(=O)Cc1ccc(Cl)c(Cl)c1)NCCc1ccccc1,-3.8,-5.7,14.6,0.0,0.0,1.4,-15.6,4.2,-7.7,0.0,3.5
COc1ccc2c(c1)CCCC21NC(=O)N(CC(N)=O)C1=O (stereo not given),13.7,3.6,-6.9,4.1,-29.3,-11.8,-13.8,-14.0,2.8,2.6,-7.0
COCCCNC(=O)Cc1ccc(-n2c(C)nc3cccnc32)cc1,9.1,-21.5,5.0,8.3,5.6,-2.9,1.9,13.9,-2.2,-7.1,84.3*
Cc1nc2sc(C(c3ccco3)N3CCN(c4ccccc4)CC3)c(O)n2n1 (stereo not given),-21.4,-10.8,-13.9,12.2,8.7,1.5,2.2,7.4,-3.3,-7.1,0.4
Cc1ccc(NC(=O)CS(=O)(=O)c2cn(C)c3ccccc23)c(C)c1,-0.9,-0.1,4.0,-5.5,1.3,-18.4,-1.2,-9.4,-5.9,2.7,-4.1
CC1CCCN(C(=O)COC(=O)Cc2ccc(Cl)cc2)C1 (stereo not given),-10.7,0.3,0.5,-4.3,-17.8,-28.1,7.3,13.3,-8.4,13.0,13.3
O=S(=O)(c1ccc(Cl)c(NC(=S)N/N=C/c2ccc(O)cc2)c1)N1CCOCC1,-11.6,-37.7,58.5,17.3,-15.8,18.1,-2.8,19.0,3.3,13.3,58.4*
CC(=O)c1ccc(NC(=O)CN2CCN(c3ccccc3)CC2)cc1,4.5,-9.4,18.1,-7.2,12.3,4.3,-6.3,3.9,4.3,-1.5,-15.9
Cc1cccc(OCC(=O)Nc2nnc(S(=O)(=O)N3CCCCC3)s2)c1,-35.6,3.5,-13.8,8.8,0.8,10.8,-23.9,6.0,3.6,1.8,13.2
COc1ccc(NC(=O)c2ccc(C)o2)c([N+](=O)[O-])c1,-72.7,-3.1,-41.6,8.5,-82.9,-35.9,-14.6,-74.5,-16.4,4.9,-6.7
CC(C)(C)n1nc2c(c1NC(=O)c1ccc(S(=O)(=O)N3CCCC3)cc1)CS(=O)C2 (stereo not given),-14.9,4.4,-1.7,-5.4,14.9,9.1,10.2,-22.2,5.0,-4.9,-5.9
COc1ccccc1CCNC(=O)C(=O)Nc1cc2c3c(c1)CC(=O)N3CCC2,3.5,16.2,5.7,-7.0,-12.6,-7.5,-5.1,-19.8,3.4,12.9,-22.2
COc1ccc(-n2nnc3c(SCC(=O)NCC4CCCO4)ncnc32)cc1 (stereo not given),-22.1,14.7,-16.6,-3.3,8.2,0.1,-4.8,-13.6,0.5,-7.0,2.4
COc1cc(NC(=O)c2ccccc2C)c(OC)cc1NC(=O)CN1CCOCC1,-5.1,13.8,-9.4,-6.0,13.4,7.5,5.5,-18.5,2.6,-5.0,-23.6
CC1(C)CC(=O)C(C=Nc2cccnc2)=C(O)C1,-32.4,9.0,16.9,-4.5,2.3,-0.4,-17.1,-12.7,0.4,-29.4,7.6
CC(=O)Nc1cc2c(cc1[N+](=O)[O-])-c1ccc(F)cc1C2,-63.3,-73.4,-7.6,0.6,-25.0,-78.4,7.5,-54.4,-4.9,0.2,6.7
NC(=O)C(c1ccccn1)c1ncc(C(F)(F)F)cc1Cl (stereo not given),9.9,3.7,8.4,1.5,3.2,4.2,-14.5,10.8,-8.3,-7.5,2.9
O=C(COc1ccccc1-c1ccccc1)c1ccccc1,5.6,9.3,-4.0,2.2,12.8,10.9,1.3,-26.4,-8.9,-4.6,-10.3
COc1ccc(NC(=S)NC(=O)/C=C/c2ccco2)c(OC)c1,4.3,-12.0,-6.8,13.6,-21.5,9.1,32.3,2.8,2.5,-6.4,-4.9
O=Cc1cn(-c2ccccc2)nc1-c1cc2cc(O)ccc2oc1=O,-8.1,5.3,-6.8,9.4,10.1,10.9,-68.7,9.5,-4.2,-0.9,13.6
Cc1c(NC(=O)c2cccc(NC(=O)C(C)Oc3ccccc3)c2)c(=O)n(-c2ccccc2)n1C (stereo not given),-14.5,3.8,-3.0,17.7,7.7,-0.1,13.3,-10.1,-2.6,13.3,-13.5
CC(NC(=O)Cn1cccc1)c1ccccc1 (stereo not given),-7.5,0.6,-10.5,-3.9,0.1,-1.9,1.9,16.6,11.0,-2.1,-12.7

# New compounds follow:
mol,NCOA1 inh,CF NFkB inh,Shn3 3UTR inh,KKLEB tox,LRH-1 inv ag,NCOA3 inh,NR2F2 inh,TROY signal inh,EBV LMP1 NFkB,TRAIL sens C8,TWEAK-Fn14 inh
O=C(COC(=O)COc1ccc(Cl)cc1)Nc1ccc(F)c([N+](=O)[O-])c1,-5.0,8.1,1.0,0.8,8.4,-5.2,2.6,-2.4,-0.3,-9.1,-3.3
O=C(CSc1nnnn1-c1ccc(F)cc1)NC1CCCCC1,-13.5,7.7,3.0,-8.6,-7.4,3.8,8.7,16.7,0.6,2.4,-8.4
O=C(CCC(=O)c1ccccc1)NCCOc1ccccc1,-12.4,2.1,-20.9,13.8,14.3,12.9,-4.3,-0.3,3.5,-10.2,18.2
CCC1CCCCN1C(=O)CNCC1CCCO1 (stereo not given),6.3,10.7,-15.6,-2.8,7.9,28.3,-18.7,-11.1,-9.0,-2.9,11.0
COC(=O)CC1=NC(=O)CS1,-1.0,-12.2,-0.3,4.3,-0.8,-16.2,-10.2,-12.7,-2.1,6.8,-13.9
C/C=C/c1ccc(OCCCCN2C(=O)NC(C)(C)C2=O)c(OC)c1,-6.3,-21.1,4.0,14.4,-48.2,-7.7,2.8,2.4,-0.9,-2.7,0.6

# Bioassay records: PubChem BioAssay, several laboratories

# The list is partial; rates above refer to the full screens.
